RMI-FANCM inh: RMI-FANCM interaction inhibition; Fluorescence polarization, RMI core complex with F-MM2 peptide; active compounds read low; AID 1159607; 0.58% of 70,000 active; FP signal (polarization) at 33 µM; in the data active means FP signal below about 40; further: inactives centre near 61; strong numbers were not always called active; unit not given here
* marks the source's active call; other numbers are inactive results; & = joins results of further samples.

smiles,RMI-FANCM inh
CCCCNC(=O)c1csc2nc(-c3ccc(F)cc3)cn12,65
CC(=O)N1CCc2c(sc(NC(=O)c3sc4ccccc4c3Cl)c2C#N)C1,72
CCOC(=O)c1c(NC(=O)CSc2ncn[nH]2)sc2c1CCCCC2,71
N[C@@H]1[C@@H](O)[C@H](O)[C@@H](CO)O[C@H]1O,66
O=C(Cn1nc2n(c(=O)c1=O)CCN2c1ccc(F)cc1)Nc1ccc(OC(F)(F)F)cc1,94
COc1cccc2sc(N3CCN(C(=O)c4ccn(C)n4)CC3)nc12,70
CCn1ccc(C(=O)Nc2ccc(N=Nc3ccccc3)cc2)n1,62
CCC(=O)O[C@]1(C(=O)CCl)[C@@H](C)C[C@H]2[C@@H]3CCC4=CC(=O)C=C[C@]4(C)[C@@]3(F)[C@@H](O)C[C@@]21C,70
O=CNCc1nc2ccccc2[nH]1,52
Cc1csc(NC(=O)CSc2nnc3[nH]c(=O)c(C)c(C)n23)n1,49
O=C(CSc1ncnc2scc(-c3ccccc3)c12)Nc1cccc(-c2nc3ccccc3s2)c1,83
COC(=O)C(C(=O)c1cc2ccccc2oc1=O)=P(c1ccccc1)(c1ccccc1)c1ccccc1,62
CC(=O)OC1C([N+]2(C)CCCCC2)C[C@H]2C3CC[C@H]4C[C@H](OC(C)=O)C([N+]5(C)CCCCC5)CC4(C)[C@H]3CCC12C (some centres undefined),-9*
Cn1c(SCC(=O)Nc2ccccc2C(F)(F)F)nc2cc(-c3ccccc3)sc2c1=O,64
COc1ccc(-c2cc(=O)n(CC(=O)N3CCCc4ccccc43)cn2)cc1,68
O=C(CSc1ccc(NC(=O)c2cccs2)nn1)NCc1ccc(F)cc1,65
COCCN1CCC(CNC(=O)C(=O)Nc2ccc3c(c2)OCCO3)CC1,74
CC(=O)c1ccc(Nc2ccnc3cc(Cl)ccc23)cc1,55&58
O=c1[nH]c2ccccc2nc1C(F)(F)F,54
COc1cccc(-n2c(SCC(=O)Nc3cccc4ccccc34)nc3c([nH]c4ccccc43)c2=O)c1,52

Filtered by structure: the compounds so far with an aryl methoxy group (3)
smiles,RMI-FANCM inh
COc1cccc2sc(N3CCN(C(=O)c4ccn(C)n4)CC3)nc12,70
COc1ccc(-c2cc(=O)n(CC(=O)N3CCCc4ccccc43)cn2)cc1,68
COc1cccc(-n2c(SCC(=O)Nc3cccc4ccccc34)nc3c([nH]c4ccccc43)c2=O)c1,52

The listing picks up; the 3 compounds before the break are reprinted first.
smiles,RMI-FANCM inh
CC(=O)c1ccc(Nc2ccnc3cc(Cl)ccc23)cc1,55&58
O=c1[nH]c2ccccc2nc1C(F)(F)F,54
COc1cccc(-n2c(SCC(=O)Nc3cccc4ccccc34)nc3c([nH]c4ccccc43)c2=O)c1,52
O=C(c1ccc2c(c1)OCO2)c1cn(Cc2ccc(F)cc2)c2cc3c(cc2c1=O)OCO3,63
CCCCOc1ccc(C(=O)Nc2c(C)nc3ccc(C)cn3c2=O)cc1,70
COc1cc(-c2nnc(NC(=O)c3ccc([N+](=O)[O-])o3)o2)cc(OC)c1OC,63
CCOc1ccc(-c2cc(C(=O)N/N=C\c3cccc([N+](=O)[O-])c3)[nH]n2)cc1OC,60
CC(=O)Nc1cccc(OCCCN2CNc3c(c(=O)n(C)c(=O)n3C)C2)c1,59&55
O=C(O)Cc1cccc2ccccc12,62
O=C(Nc1ccc(Cl)cc1)Oc1ccc(-c2csnn2)cc1,45
FC(F)(F)c1cccc(NC(=S)N2N=C3c4ccccc4CCC3C2c2ccccc2Cl)c1 (centres undefined),58
CC(C)(C)c1ccc(C(=O)N2CCOC(c3ccccc3)C2)cc1 (centres undefined),65
O=c1cc(NCc2ccco2)[nH]c(=O)n1-c1ccc(Cl)cc1,60
O=C(CC1(O)C(=O)N(CN2CCOCC2)c2ccc(Br)cc21)c1ccc2ccccc2c1 (centres undefined),57
COc1ccc(C(=O)CSc2nc(SCC(=O)c3ccc(OC)cc3)c3ccccc3n2)cc1,59
FC(F)(F)c1cc(-c2nc(=S)[nH][nH]2)cc(C(F)(F)F)c1,56
NC(=O)c1ccsc1NC(=O)c1cc2ccccc2oc1=O,61
O=C(OCCn1ncc2ccccc2c1=O)c1cccs1,53
COc1ccccc1Nc1nc(Nc2ccccc2)nc(N)c1[N+](=O)[O-],53
COc1ccc(C)cc1S(=O)(=O)NCCNC(=O)c1ccc(NC(C)=O)cc1,62
O=C(O)CN1CCNCC1,59
Cc1cccc(NC(=S)NC(=O)COc2ccccc2)c1,58
CCc1ccn2cc(-c3cc(-c4ccccc4)no3)nc2c1,64
O=C(NCCCS(=O)(=O)N1CCN(c2ccc(F)cc2)CC1)c1ccc[nH]c1=O,62
COc1ccccc1N1CCN(c2nc(NCc3ccccc3)c3cnn(C)c3n2)CC1,55
CCCCC(=O)NCCS(=O)(=O)N1CCN(c2ccc(F)cc2)CC1,57
O=C(Nc1nc2c(cc3c4c(cccc42)CC3)s1)c1ccccc1[N+](=O)[O-],40
COc1cc(C)c(C)cc1S(=O)(=O)NCC1COC2(CCCC2)O1 (centres undefined),55
CC(C)N1CCC(CNC(=O)C2CC2)CC1,66
COc1cccc(Cn2c(=O)n(CCCCC(=O)NC3CCCCC3)c(=O)c3ccccc32)c1,100
COc1ccc(-c2cc(-c3ccc(Cl)cc3)nc3sc(C(N)=O)c(N)c23)cc1,104
CN1CCN(C2=NC(=O)/C(=C\c3ccc(-c4ccccc4[N+](=O)[O-])o3)S2)CC1,39
C=C(NCc1ccncc1)c1ccc(Cl)cc1,55
Cc1ccc(OCCC#N)cc1,62
O=[N+]([O-])c1cccc(-c2ccc(SCc3c(F)cccc3Cl)nn2)c1,67
CC(C)=CCc1c2c(c3occ(-c4ccc(O)cc4)c(=O)c3c1O)C=CC(C)(C)O2,61
O=C(CSc1n[nH]c(=O)n1-c1cccnc1)N1CCOCC1,56
Cn1c(=O)c2c(ncn2CC(O)CN2CCN(c3ccccc3)CC2)n(C)c1=O (centres undefined),55
O=[N+]([O-])c1cnc(-n2cccc2)s1,59
CCCOC(=O)c1cc([N+](=O)[O-])cc2c1-c1ccc([N+](=O)[O-])cc1C2=O,51
Cc1cc(NC(=O)c2ccco2)n(-c2nc(-c3cccs3)cs2)n1,87
Cc1ccc(S(=O)(=O)N(C)C(=O)NC(=O)Nc2cccc(C(F)(F)F)c2)cc1,60
O=C1CCCCN1c1cccc(NS(=O)(=O)c2cc(F)ccc2F)c1,52
Cc1ccc(S(=O)(=O)NCCS(=O)(=O)N2CCN(c3ccc(F)cc3)CC2)cc1,55
Cc1cc2c(c(=O)o1)C(c1cc3c(cc1Br)OCO3)C(C#N)=C(N)O2 (centres undefined),54
Cc1nc2sc(C)c(C)n2c(=O)c1NC(=O)C(C)C,64
CCOc1ccc(-c2nc(SCC(=O)N3CCCC3)c3c(=O)n(C)c(=O)n(C)c3n2)cc1,70
CCc1ccc(/C=N\NC(=O)c2cc(-c3ccco3)[nH]n2)cc1,66
Cc1sc(NC(=O)CSc2ccccc2)c(C#N)c1C,55
O=C(O)c1coc2c1C(=O)CCC2,48
Cc1nc(-c2ccc(NS(=O)(=O)c3ccc(Oc4cccc(Cl)c4C#N)cc3)cc2)cs1,58
Cc1ccc2sc(=NC(=O)c3ccc(Br)cc3)n(C)c2c1C,66
NS(=O)(=O)c1ccc(CCNC(=O)Nc2c[nH]c3ccccc23)cc1,52
O=C(Cc1cc(=O)[nH]c(SCc2ccccc2)n1)Nc1cccnc1,59
O=C(CSc1nc(=O)n2ccccc2n1)OCc1ccccc1,57
O=C(Cn1nc(C2CC2)c2cnn(-c3ccc(F)cc3)c2c1=O)NCC1CCCO1 (centres undefined),64
COC(=O)c1sccc1NC(=O)c1ccno1,55
C=CCSC(=Nc1ccccc1)C(C#N)c1nc2ccccc2[nH]1 (centres undefined),56
COc1ccc(OC)c(NS(=O)(=O)c2c(C)n(C)c(=O)n(C)c2=O)c1,58
S=C(NC1CC2CCC1C2)NN1C2CSC1CS2 (centres undefined),65
CS(=O)(=O)N1CCN=C1SCc1c(F)cccc1Cl,61
COc1ccc(NC(=O)C(=O)NCCC(c2ccccc2)c2ccccc2)cc1Cl,53
Nc1nc(SCC(=O)NCc2ccc(F)cc2)ncc1S(=O)(=O)c1cccs1,65

Remaining list, next part:
smiles,RMI-FANCM inh
O=C(CSc1nc(-c2cccs2)cc(C(F)(F)F)n1)Nc1ccc(Cl)cc1Cl,70
Cc1cc2c3c(c1)c(O)c(-c1ccccc1)c(=O)n3CCC2,62
COc1ccc(-c2noc(-c3c(SC)nn(CC(=O)Nc4ccc(C(C)C)cc4)c3N)n2)cc1,185
CC(C)(C)c1ccc(S(=O)(=O)Nc2nccs2)cc1,59
CC(=O)N1CCCC(c2nnc(CC(C)(C)C)o2)C1 (centres undefined),62
CCCS(=O)(=O)N1CCCc2cc(NC(=O)c3cccc(Br)c3)ccc21,60
CC(=O)Nc1ccc2c(c1)c1ccccc1n2C,58
COc1cccc(CNC(=O)Cc2csc3nc(-c4ccc(C)cc4)cn23)c1,63
COc1ccc(C(N)=S)cn1,63
CCc1cc2c(=S)c(-c3ccccc3)c(C)oc2cc1OC,55
O=C1C2CCCC2=NN1c1ccccc1 (centres undefined),63
COc1ccc(Cl)cc1NC(=O)N1CCCC(c2nnc(C)s2)C1 (centres undefined),60
Cc1nnc(-c2ccccc2)c(=O)[nH]1,60
Cc1sc2ncnc(SCC(=O)N3CCC(c4noc5ccc(F)cc45)CC3)c2c1C,65
Cn1nc(C(=O)Nc2ccccc2F)ccc1=O,60
C=CC(C1=CC(=O)C(OC)=CC1=O)c1ccccc1 (centres undefined),64
CC(=O)N1CCN(C(=O)CCc2c(C)nn(-c3nc(C)cc(=O)[nH]3)c2C)CC1,64
CCc1ccc(C(=O)c2sc(C)nc2C(=O)OC)cc1,71
COc1ccc(CC(=O)NNC(=O)c2cccn(Cc3ccc(F)cc3)c2=O)cc1OC,63
Cc1cc(NS(=O)(=O)c2ccc(NC(=S)NC(=O)Cc3cccc4ccccc34)cc2)no1,71

Some values from the results shown.
`COC(=O)c1sccc1NC(=O)c1ccno1` in RMI-FANCM inh reads 55
`O=c1cc(NCc2ccco2)[nH]c(=O)n1-c1ccc(Cl)cc1` in RMI-FANCM inh reads 60
`COc1ccccc1N1CCN(c2nc(NCc3ccccc3)c3cnn(C)c3n2)CC1` in RMI-FANCM inh reads 55
`Cn1c(=O)c2c(ncn2CC(O)CN2CCN(c3ccccc3)CC2)n(C)c1=O` (centres undefined) in RMI-FANCM inh reads 55
`Cc1ccc(S(=O)(=O)NCCS(=O)(=O)N2CCN(c3ccc(F)cc3)CC2)cc1` in RMI-FANCM inh reads 55
`COc1ccc(Cl)cc1NC(=O)N1CCCC(c2nnc(C)s2)C1` (centres undefined) in RMI-FANCM inh reads 60
`O=C(O)Cc1cccc2ccccc12` in RMI-FANCM inh reads 62

Later entries
smiles,RMI-FANCM inh
S=P(OCC1C(COP(=S)(c2ccccc2)c2ccccc2)C1(Cl)Cl)(c1ccccc1)c1ccccc1 (centres undefined),61
CC(C)CCN1C(=O)C(C)(C)COc2ccc(NC(=O)c3c(F)cccc3F)cc21,70
O=C(Nc1nnc(C2CCCCC2)o1)c1nc2ccccc2s1,58
N#C/C(=C/c1cn[nH]c1-c1ccccc1)C(=O)Nc1ccccc1O,84
COc1ccc(C)c2sc(NCCCN3CCOCC3)nc12,69
CCS(=O)(=O)c1ccc(CC(=O)Nc2nc(-c3cc(Cl)sc3Cl)cs2)cc1,51
Cc1nc(C(F)(F)F)ccc1C(=O)NNc1c(Cl)cncc1Cl,49
Cc1cc(C)n2nc(N)nc2n1,60
COc1ccc(Cl)cc1NC(=O)c1ccc(=O)n(C)n1,64
N#CC1=C(SCC(=O)NCc2ccccc2)NC(=O)CC1c1ccco1 (centres undefined),60
COc1ccc(S(=O)(=O)NCC2CCN(Cc3ccco3)CC2)c(OC)c1,72
COc1ccc(C)cc1S(=O)(=O)Oc1cccc(C)c1C,60
O=S(=O)(CCCOc1ccc2c(c1)OCO2)NCCc1ccc(Cl)cc1,71
CN(C)CCCN1C(=O)C(=O)C(=C(O)c2ccncc2)C1c1ccc(Cl)c(Cl)c1 (centres undefined),63
CCOC(=O)c1ccc2nc(NC(=O)c3cc(Cl)sc3Cl)sc2c1,66
CCCCC(=O)Nc1nc(-c2ccc3c(c2)OCCO3)cs1,72
CCC(=O)N1N=C(c2ccccc2NS(C)(=O)=O)CC1c1ccccc1C (centres undefined),61
CN(C)C=Nc1nc(-c2ccc(Br)cc2)cs1,60
NC(CCCP(=O)(O)O)C(=O)O (centres undefined),54
O=C(COc1ccccc1)N1c2ccccc2Sc2ccccc21,57&58
COc1ccc(CCNC(=O)NCC(c2ccsc2)N2CCCC2)cc1 (centres undefined),66
COc1ccc(CCNC(=O)NCC(c2ccsc2)N2CCN(C)CC2)cc1 (centres undefined),67
CCCNS(=O)(=O)c1ccc(NC(=O)C2CC3C=CC2C3)cc1 (centres undefined),61
CC1CCN(C(=O)c2cc(NC(=O)c3ccccc3)c(=O)n(C)c2)CC1,63
COc1ccc(Oc2ccc([N+](=O)[O-])cc2-c2nc(CS(=O)(=O)Cc3ccc(F)cc3)no2)cc1,58
COC(=O)c1ccc2c(=O)n(CCC(=O)NC3CCN(Cc4ccccc4)CC3)c(=S)[nH]c2c1,72
COc1cc(C(=O)NCC(c2ccsc2)N2CCOCC2)cc(OC)c1OC (centres undefined),56
O=C(O)c1cc(O)c2c(c1)[C@@H]([C@@H]1c3cc(C(=O)O)cc(O)c3C(=O)c3c(O[C@H]4O[C@H](CO)[C@@H](O)[C@H](O)[C@H]4O)cccc31)c1cccc(O[C@H]3O[C@H](CO)[C@@H](O)[C@H](O)[C@H]3O)c1C2=O,34*
CSc1ccc(-c2noc(-c3sccc3S(=O)(=O)N(C)c3ccc(C)c(F)c3)n2)cc1,66
O=C(c1cccs1)N1CCN(Cc2nc(-c3ccco3)cs2)CC1,62
CCOC(=O)c1ccc(OC(=O)CCCCCN=C(N)N)cc1,60&68
COc1ccc(C(=O)COC(=O)c2cccs2)cc1,60

Screening data from PubChem BioAssay.

This is a subset; rates above refer to the full screens.
